HTR2A ag: agonists of mouse serotonin 5-HT2A receptor (HTR2A). P35363. activation, % at 7.6 µM. 0.66% of 360,000 active. CHO-K1 mHTR2A beta-arrestin complementation, luminescence; percent of 30 µM serotonin response. AID 624169;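 active means activation above a run cutoff, the mean activation of all tested compounds plus 3 SD, cut at about 14% in these data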;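 further: 0% = plate median of compound wells and 100% = 30 µM serotonin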
ABHD5-PLIN5 inh: inhibitors of human ABHD5-perilipin-5 interaction. AID 602281. inhibition, % at 4 µM. 0.78% of 360,000 active. Split G. princeps luciferase complementation, luminescence, 4 h. Q00G26+Q8WTS1;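 active means inhibition above the mean inhibition across every tested compound plus 3 SD, cut at about 22% in these data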;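 further: 0% = DMSO only wells and the 100% control is not disclosed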
NOD2-RIPK2 inh: blocks binding of human NOD2 to RIPK2; O43353; CHO BLA complementation NOD2-RIPK2, CCF4 ratio; inhibition, % at 4.98 µM; 0.38% of 360,000 active; in the data active means inhibition above about 21%;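 further: 0% = vehicle only and 100% = reference blocker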
Target sequence (O43353 whole entry, looked up): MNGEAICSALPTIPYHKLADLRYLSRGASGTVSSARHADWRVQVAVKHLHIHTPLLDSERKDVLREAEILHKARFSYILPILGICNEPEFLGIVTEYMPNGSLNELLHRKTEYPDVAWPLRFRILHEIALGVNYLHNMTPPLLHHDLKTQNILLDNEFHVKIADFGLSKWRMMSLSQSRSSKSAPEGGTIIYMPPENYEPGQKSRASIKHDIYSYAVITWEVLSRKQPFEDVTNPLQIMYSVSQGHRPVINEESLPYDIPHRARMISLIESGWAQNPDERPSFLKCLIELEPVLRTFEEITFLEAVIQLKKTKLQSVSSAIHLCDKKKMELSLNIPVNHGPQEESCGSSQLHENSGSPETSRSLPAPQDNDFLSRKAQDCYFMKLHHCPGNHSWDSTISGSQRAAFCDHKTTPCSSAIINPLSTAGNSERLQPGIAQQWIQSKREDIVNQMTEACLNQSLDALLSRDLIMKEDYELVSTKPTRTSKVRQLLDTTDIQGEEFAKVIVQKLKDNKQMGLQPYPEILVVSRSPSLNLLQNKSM
Cardio protect: protects H9c2 cardiomyocytes from peroxide injury; protection from H2O2 cell death, % at 20 µM; H2O2 injury protection, ATPLite, 2 h; AID 588492; 0.63% of 360,000 active;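 active means compounds giving at least 50% protection of heart cells from peroxide-induced death in the single-dose screen, raw or plate-pattern-corrected value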;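 further: 0% = DMSO wells with peroxide and 100% = DMSO wells without peroxide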
TLR9-MyD88 inh: inhibitors of human TLR9-MyD88 binding; CHO BLA complementation TLR9-MyD88, CCF4 FRET ratio; 0.21% of 340,000 active; Q9NR96+Q99836; AID 504734; inhibition, % at 4.98 µM;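 active means inhibition above the mean over all tested compounds plus 3 SD, cut at about 21% in these data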;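 further: 0% = DMSO only wells and 100% = clavulanate BLA inhibitor control wells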
MC4R barr agon: human MC4R agonism via beta-arrestin; activation, % at 8.9 µM; AID 540308; U2OS MC4R beta-arrestin complementation, luminescence; percent of melanotan II response, DMSO zero; P32245; 0.98% of 360,000 active;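 active means activation above a per-plate cutoff, the mean activation of sample wells on that plate plus 3 SD, cut at about 8% in these data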
Target sequence (P32245 whole entry, looked up): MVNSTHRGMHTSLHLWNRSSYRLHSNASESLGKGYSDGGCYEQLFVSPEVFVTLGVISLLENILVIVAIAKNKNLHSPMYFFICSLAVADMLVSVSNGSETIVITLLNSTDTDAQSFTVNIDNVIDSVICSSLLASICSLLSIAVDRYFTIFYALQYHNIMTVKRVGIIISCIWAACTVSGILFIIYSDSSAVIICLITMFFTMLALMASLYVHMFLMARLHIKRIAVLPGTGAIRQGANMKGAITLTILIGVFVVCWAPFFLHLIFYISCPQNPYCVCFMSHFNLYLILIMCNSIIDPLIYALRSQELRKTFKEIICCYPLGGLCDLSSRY
SRC2 inh: human SRC2 (NCOA2) inhibition; Q15596; HEK293 GAL4-SRC2 luciferase reporter, luminescence; inhibition, % at 9 µM; 0.17% of 370,000 active; AID 651957;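 active means inhibition above the mean inhibition of all tested compounds plus 3 SD, set per campaign, cut at about 52% in these data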;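 further: 0% = DMSO treated cells and 100% = cells given Gossypol at 36 µM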
ABCB6 inh MLPCN: blocks the human ABCB6 transporter | Q9NP58 | K562-ABCB6 porphyrin accumulation, flow cytometry, 1 h; active compounds read low | fluorescence ratio to DMSO, % at 10 µM | 0.19% of 360,000 active | AID 602162;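 active means fluorescence ratio to DMSO below 75%, the collection mean minus 3 SD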;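 further: signal is porphyrin accumulated inside mitochondria; 100% equals median channel fluorescence of DMSO control wells; lower ratio means ABCB6 inhibition with less porphyrin fluorescence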
MC4R antagonist: antagonists of human melanocortin 4 receptor (MC4R); MC4R-expressing cells, MTII-stimulated cAMP, LANCE TR-FRET; inhibition, % at 6.5 µM; 0.48% of 360,000 active; AID 540295;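 active means inhibition above its plate's cutoff, the mean of tested wells on that plate plus 3 SD, cut at about 29% in these data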;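 further: 0% = Melanotan II alone and 100% = Melanotan II plus saturating MCL0020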
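Material: U2OS-MC4R stable cell line | Reagent: Melanotan II challenge after compound preincubation | Doses: One concentration, 6.5 µM nominal | Incubation: 30-min compound preincubation, 1-h Melanotan II challenge, 1-h detection, room temperature | Signal: TR-FRET cAMP assay | Replicates: One well per compound, no replicates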
Glyco luc inh: N-linked glycosylation inhibition; 0.23% of 360,000 active; D54 ERlucT glycosylation luciferase reporter, 24 h; percent of 100 nM tunicamycin response; reporter increase, % at 12.5 µM;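 active means mean luciferase reporter signal, scaled so untreated is 0 and the glycosylation-blocking control 100, at or above a set limit in every replicate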;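 further: luciferase carries N-glycosylation sites so blocking glycosylation raises the light; 0% = median of neutral control wells and 100% = median of 100 nM tunicamycin wells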
* hit, by the source's call; x = not tested or not shown. These rows are one share of the data, so the mix of outcomes need not match the whole.

SMILES	HTR2A ag	ABHD5-PLIN5 inh	NOD2-RIPK2 inh	Cardio protect	TLR9-MyD88 inh	MC4R barr agon	SRC2 inh	ABCB6 inh MLPCN	MC4R antagonist	Glyco luc inh
CC1CCN(c2c(NCC3CCC(C(=O)N4CCCCC4)CC3)c(=O)c2=O)CC1 (configuration not stated)	7	7	-4	0	5	-0.9	-26	100	11	-2
Cn1c(=O)c2cc3ccccc3nc2n(C)c1=O	7	-1	-8	7	0	2.4	-28	94	10	3
CC(=O)c1ccc(NC(=O)NC2CC(=O)N(c3ccc4c(c3)OCCO4)C2)cc1 (configuration not stated)	-8	-8	0	5	-2	0.1	7	102	0	0
O=C(Nc1cccc(S(=O)(=O)C(F)F)c1)c1ccc(Cl)c(S(=O)(=O)N2CCOCC2)c1	-1	-5	-8	-9	-2	0.2	23	102	15	-2
COc1ccc(NC(=O)Cc2csc(NC(=O)Nc3ccccc3OC)n2)cc1	-1	-10	-9	9	-16	1.0	-25	101	8	-1
CCOC(=O)c1cc(C)n(-n2cnnc2)c1C	1	-4	-7	-6	0	-0.7	-6	102	3	0
Cc1nc2ccccc2n1Cc1ccc(Cl)cc1	2	1	-6	-38	-10	1.2	27	97	1	-5
O=C(Cc1cccs1)NCCc1csc(-c2ccccc2)n1	-6	3	-11	-2	6	1.1	4	89	3	6
COc1ccc(C(=O)N2CCC(C(=O)N3CCN(c4ccc(OC)cc4)CC3)CC2)cc1	-2	-14	2	2	-4	-0.3	-11	103	2	-3
Cc1c(C(=O)NCc2ccco2)sc(=O)n1Cc1ccc(S(C)(=O)=O)cc1	-3	4	-3	8	x	1.2	-31	102	22	0
Cc1cccc(C(=O)NC(NC(=S)Nc2ccc(S(N)(=O)=O)cc2)C(Cl)(Cl)Cl)c1 (configuration not stated)	3	5	-11	2	-9	-3.2	6	106	5	-1
Cc1ccc(Cl)cc1N1CCN(Cc2nc3c(c(=O)[nH]c(=O)n3C)n2CCc2ccccc2)CC1	-1	7	-4	-14	-4	-0.9	10	104	8	1
CCOc1ccc(/C(O)=C2\C(=O)C(=O)N(c3ccc(OC)cc3)C2c2ccccc2[N+](=O)[O-])cc1 (configuration not stated)	24*	-8	-9	-6	x	-1.6	-82	100	0	-12
O=C1C=C(N2CCOCC2)c2cccc3cccc1c23	2	-11	-15	61*	-13	-1.2	-6	102	-18	4
COC(CNC(=O)c1ccc(CS(=O)(=O)c2ccc(Br)cc2)o1)OC	-2	-2	-14	3	10	1.1	4	104	-1	2
COc1cccc(-c2cnc(NCc3cc(Cl)ccc3O)n2C)c1	-9	4	-22	-5	8	-1.2	x	99	3	-2
O=C(C1COc2ccccc2O1)N1CCN(c2nc3ccc([N+](=O)[O-])cc3s2)CC1 (configuration not stated)	2	3	-10	16	-3	-3.8	6	96	4	3
C1=C(c2ccccc2)Nc2ncnn2C1c1ccccc1 (configuration not stated)	3	8	35*	9	25*	0.0	-24	97	0	2
COc1ccc(C2c3c(oc4ccccc4c3=O)C(=O)N2CC2CCCO2)cc1 (configuration not stated)	0	2	0	16	-6	-2.0	11	95	1	0
O=C1C=C(NCCc2ccccc2)C2(CCCCC2)O1	1	6	-5	-2	4	-0.1	-18	102	-5	-3
O=S(=O)(c1ccc(Br)cc1)c1nc(-c2ccccc2)oc1NCCN1CCOCC1	-3	-1	-7	-2	-5	-2.6	12	107	0	-3
CC1=CC(=O)N(c2ccn(C)n2)C1=O	2	25*	5	7	-2	-2.8	-12	100	-2	2
N#CC1=C(N)Oc2[nH]c(=S)[nH]c(=O)c2C12C(=O)Nc1ccccc12 (configuration not stated)	4	-33	3	17	2	-0.3	5	101	0	1
COc1ccccc1NC(=S)N/N=C/c1ccc(O)cc1	-4	-7	-5	-12	2	-1.6	-34	95	-6	-9
C=CCn1c(SCC(N)=O)nc(C)cc1=O	-4	-3	-4	6	3	-0.4	7	88	8	1
CC(=O)Nc1cccc(-c2csc(C(O)c3cccc(Cl)c3)n2)c1 (configuration not stated)	-2	5	9	-8	x	-0.4	-3	107	4	-1
Cn1ccc(/C=N/N=C2/NC(=O)CS2)n1	-3	5	4	-2	6	1.9	-27	104	5	1
O=C(CN(C(=O)c1csnn1)c1ccc(Cl)cc1)NCc1ccc2c(c1)OCO2	1	-9	-9	-3	13	1.6	-22	97	18	1
Cc1ccc(SCc2cn3cc(Cl)ccc3n2)cc1	3	-3	-7	-7	-6	2.1	-23	104	4	-1
CN(CC(=O)Nc1ccccc1Cl)C1CCCCC1	1	-1	-1	8	-2	4.6	0	98	-3	0
CC(C)c1ccc(-c2nc(N3CCCC3)nc3n[nH]c(N)c23)cc1	1	5	0	-31	1	6.2	-23	88	4	x
CCCOC(=O)c1ccc(Oc2cn[nH]c2-c2ccc(O)cc2O)cc1	2	15	-18	-19	9	9.5*	14	102	-4	-1
CC(=O)/C(=N/Nc1ccc([N+](=O)[O-])cc1)N1CCCc2ccccc21	-2	-6	5	-9	-9	1.1	-36	105	22	-4
CCOC(=O)c1cc(CC)sc1NC(=O)CSc1nc2ccccc2c(=O)n1Cc1ccco1	5	-2	3	-1	4	-2.7	-11	89	6	-5
COc1ccc(C(=O)COC(=O)/C=C/c2ccco2)cc1F	-2	3	-13	-3	8	-2.7	16	91	-6	5
Cc1nnc(SCc2ccc3c(c2)OCO3)s1	-3	-2	0	4	-5	-1.8	-41	94	4	-4
O=C1c2ccccc2C(=O)N1CCCON1C(=O)c2ccccc2C1=O	-1	1	-17	9	-10	-1.6	-13	102	8	1
O=C(COC(=O)[C@H](Cc1ccccc1)NC(=O)c1cccs1)NC1CCCCC1	-3	5	4	2	-1	-1.5	3	97	37*	-1
CCN(C(=O)COC(=O)/C=C/c1c(C)nn(-c2ccccc2)c1C)C1CCS(=O)(=O)C1 (configuration not stated)	1	2	-10	0	11	-1.3	3	101	0	-1
CCOc1cccc(C(=O)NC(=S)Nc2cccc(NC(=O)c3ccccc3Cl)c2)c1	-7	4	-4	-10	3	-3.1	-21	94	20	-1
Cc1ccc2c(c1)C(CCN)C(=O)N2Cc1ccccc1 (configuration not stated)	-23	4	-11	3	11	-5.9	-40	95	-1	-2
O=c1c2ccccc2c(C=NCCCN2CCOCC2)c(O)n1Cc1ccccc1	-1	4	12	23	2	-0.7	-25	89	18	0
O=C(N/N=C/c1ccc([N+](=O)[O-])s1)c1ccccc1Br	0	-16	1	-11	4	-2.6	32	98	-1	4
CCCCN(CC)CCNC(=O)c1cc2c(=O)[nH]c3ccccc3c2s1	-6	1	5	4	-13	1.8	-57	100	12	1
CNS(=O)(=O)c1cccc(C(=O)OCC(=O)N2c3ccccc3NC(=O)C2(C)C)c1	-2	-3	-3	17	6	0.9	3	95	-2	0
Cc1cccc2c1CC(C)(C)N/C2=C\C(N)=O	0	-3	-4	-5	-13	-0.1	9	111	0	3
COC(=O)CSc1nnc(-c2sc3cc(OC)ccc3c2Cl)n1C	-8	2	-13	-1	0	0.7	4	96	-5	-1
O=C(CN1CCc2ccccc2C1)NC1CCCC1	4	-2	1	9	6	-2.1	7	100	1	-2
COc1ccc(CCNC(=O)Cn2nc([N+](=O)[O-])c(Br)c2C)cc1OC	1	4	-11	0	-13	1.2	-11	98	-1	2
Cc1cc(C)c(C#N)c(SCc2nnc(-c3ccccc3[N+](=O)[O-])o2)n1	-1	-5	-6	-14	-10	1.5	-47	95	3	-11
COc1ccc(C(NC(=O)C2CCN(Cc3ccc(Oc4ccccc4)cc3)CC2)c2ccccn2)cc1 (configuration not stated)	-11	0	-6	2	x	3.0	1	101	4	-3
O=C(O)CCN(CCC(=O)O)c1ccccc1	-5	2	-4	2	-4	-2.2	2	98	1	-1
c1ccc(-c2cc3n(c2)CCc2ccccc2-3)cc1	0	3	-6	8	-6	-1.8	-19	118	2	0
Cc1c(O)ccc(/C=N/Nc2nc(-c3cccnc3)nc3ccccc23)c1O	1	5	-11	20	1	5.0	-13	103	19	-11
COc1ccc2oc(C(=O)OC(C)C(=O)Nc3ccc(N4CCOCC4)cc3)c(C)c2c1 (configuration not stated)	1	-6	-7	-1	4	0.7	17	99	6	-3
COc1ccc(C2C(C(=O)c3cccs3)=C(O)C(=O)N2c2cccc(C)n2)cc1OC (configuration not stated)	-1	0	3	-1	-1	0.9	-3	98	-6	3
COc1cc(OC)cc(C(=O)N[C@H](C(=O)OCC(=O)NC(C)c2ccccc2)C(C)C)c1 (some centres not stated)	3	5	-16	-1	-4	1.5	-6	88	-1	2
NNc1ccc2nnc(C(F)(F)C(F)(F)C(F)(F)F)n2n1	1	3	0	0	9	-1.8	1	99	-4	2
COc1ccc(CNCC(O)(c2ccccc2)c2ccc(F)cc2)cc1OC (configuration not stated)	-7	-2	-14	-16	-2	-0.7	19	91	6	-1
CCCCN(C)S(=O)(=O)c1ccc(C(=O)N(CCN(C)C)c2nc3ccc(C)cc3s2)cc1	-7	7	-12	5	-1	1.6	-13	106	5	0

Quoted from the results shown, 3 compounds:
SMILES	HTR2A ag	ABHD5-PLIN5 inh	NOD2-RIPK2 inh	Cardio protect	TLR9-MyD88 inh	MC4R barr agon	SRC2 inh	ABCB6 inh MLPCN	MC4R antagonist	Glyco luc inh
COc1ccc(C2C(C(=O)c3cccs3)=C(O)C(=O)N2c2cccc(C)n2)cc1OC (configuration not stated)	-1	0	3	-1	-1	0.9	-3	98	-6	3
COc1cc(OC)cc(C(=O)N[C@H](C(=O)OCC(=O)NC(C)c2ccccc2)C(C)C)c1 (some centres not stated)	3	5	-16	-1	-4	1.5	-6	88	-1	2
NNc1ccc2nnc(C(F)(F)C(F)(F)C(F)(F)F)n2n1	1	3	0	0	9	-1.8	1	99	-4	2

The list continues.
SMILES	HTR2A ag	ABHD5-PLIN5 inh	NOD2-RIPK2 inh	Cardio protect	TLR9-MyD88 inh	MC4R barr agon	SRC2 inh	ABCB6 inh MLPCN	MC4R antagonist	Glyco luc inh
C[C@H](O)C#Cc1cnc2c(c1)C(=O)N([C@H](C)CO)C[C@@H](C)[C@@H](CN(C)Cc1ccc(-c3ccccc3)cc1)O2	-3	7	-6	-10	10	-2.5	-4	98	4	-1
CC(=O)Nc1cccc(NC(=O)NC2CC(=O)N(c3ccc4c(c3)OCCO4)C2)c1 (configuration not stated)	-3	-1	-18	-2	7	-0.5	1	95	1	-2
O=C(c1ccccc1)N1N=C(c2ccccc2)CC1c1ccc2nccnc2c1 (configuration not stated)	-5	1	-2	-3	10	-1.3	-12	100	1	1
C=CCc1c(C)nc(SCCC)[nH]c1=O	1	-2	-8	2	-1	-1.1	10	104	3	2
O=C1OCCC1Sc1nnc(-c2ccc(O)cc2)o1 (configuration not stated)	2	2	2	17	1	0.6	-14	101	-18	0
COc1ccc(CNC(=O)Cn2cnc3c(=O)n(C)c(=O)n(C)c32)cc1	2	0	-2	-1	-9	-1.8	6	94	1	1
CN(c1ccc(OCC(=O)OCC(=O)Nc2ccc(OC(F)F)cc2)cc1)S(=O)(=O)c1cccs1	1	-1	-8	2	2	-2.1	-32	99	9	2

Compound activity (PubChem)
